D3 ag: activates the human D3 dopamine receptor | P35462 | D3R DiscoveRx beta-arrestin cells, luminescence, 90 min | max activation, % | 410,000 compounds, 0.58% hits | AID 652048; in the data active = max activation above about 30%; note: 0% is about no effect; mostly tested at two doses, the higher about 12 µM
Target sequence (P35462 whole entry, looked up): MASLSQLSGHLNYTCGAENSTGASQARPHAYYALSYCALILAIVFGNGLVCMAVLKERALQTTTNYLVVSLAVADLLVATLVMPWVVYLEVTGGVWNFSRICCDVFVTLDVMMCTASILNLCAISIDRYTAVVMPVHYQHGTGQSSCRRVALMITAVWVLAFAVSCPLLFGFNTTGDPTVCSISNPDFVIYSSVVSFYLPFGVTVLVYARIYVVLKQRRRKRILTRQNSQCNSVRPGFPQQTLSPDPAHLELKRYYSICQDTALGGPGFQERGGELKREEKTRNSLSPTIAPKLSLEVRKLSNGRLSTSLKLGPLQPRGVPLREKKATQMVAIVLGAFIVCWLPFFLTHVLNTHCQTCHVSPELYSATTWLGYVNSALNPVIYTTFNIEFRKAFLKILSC
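Agonist-mode cell screen: cells plated at 1500/well and incubated overnight at 37 °C, then exposed to library compounds for 90 min at 37 °C. Detection reagent was added for 30–60 min at room temperature, and luminescence was read.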
HT1080 IDH1KD tx: kills HT-1080 cells with IDH1 knockdown. HT-1080 IDH1 knockdown viability, ATP luminescence, 48 h. Potency, µM (doses to about 46.1 µM), without a hit: at the top dose activity, negative = toxicity, actives largely listed as cytotoxic. 360,000 compounds, 2% hits;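 note: potency is the fitted concentration of half-maximal effect; 0% = DMSO wells and -100% = cell-free medium wells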
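Knockdown cells (IDH1KD HT-1080) received compounds 2 h after plating at 750 cells/well and were kept 48 h at 37 °C in 5% FBS RPMI. A CellTiter-Glo luminescence read gave % activity for curve fitting.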
KB-V1 MDR tox: kills drug-selected multidrug resistant KB-V1 cells; 400,000 compounds, 3.4% hits; Potency, µM (highest dose often 46.1 µM), for inactives: at the highest dose activity change, negative = cytotoxicity, hits mostly cytotoxic; KB-V1 MDR cells viability, CellTiter-Glo, 72 h; note: potency is the fitted concentration of half-maximal effect; % is set by controls: 0 for no effect and ±100 for the full control effect; nearly all actives have a fitted effect of over 60% in size
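KB-V1 MDR subline cells in DMEM (phenol-red free, 10% FBS) exposed to compounds in qHTS concentration series for 72 h at 37 degrees C. Viability read by CellTiter-Glo luminescence; concentration-effect curves fitted after normalization and correction.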
HT1080NT lethal: kills 2HG-producing HT-1080-NT fibrosarcoma cells; HT-1080-NT fibrosarcoma viability, CellTiter-Glo ATP luminescence, 48 h; Potency, µM (doses to about 46.1 µM), inactives show at the highest dose activity, negative = less viability, hits mostly cytotoxic; 360,000 compounds, 1.6% hits;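 note: NT is the 2HG producing partner of a matched IDH1 knockdown line; potency is the fitted concentration of half-maximal effect; 0% = DMSO-treated cells and -100% = media-only wells without cells; nearly all actives have a fitted effect of over 55% in size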
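Viability of the 2HG-overproducing fibrosarcoma line after 48 hours of compound exposure at 37 degrees C was determined by luminescence with CellTiter-Glo, and concentration-effect curves were then fitted and categorized.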
MCF10A rerep: DNA re-replication induction in MCF 10a cells | MCF 10A DNA re-replication, Hoechst nuclear intensity, 48 h | 350,000 compounds, 2.9% hits | Potency, µM (top dose mostly 46.1 µM), inactives show top-dose activity, positive = re-replication, actives largely listed as activators | AID 624296; note: potency is the fitted concentration of half-maximal effect; % of control where 0% means no effect; nearly all actives have a fitted effect of over 50% in size
HEK293 tox: cytotoxic in the GLP-1 receptor inverse agonist counter-screen; HEK293 cAMP-luciferase reporter cells, luminescence, 24 h; Potency, µM (titrated, usually from 38.3 µM), for inactives: at the highest dose activity change, negative = inhibition, most hits filed as inhibitors; 410,000 compounds, 0.13% hits; AID 624418;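 note: loss of luciferase light is scored as toxicity; potency is the fitted concentration of half-maximal effect; % is set by controls: 0 for no effect and ±100 for the full control effect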
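1536-well qHTS counterscreen of the MLSMR; 200 cells/uL, 12 h pre-incubation, 23 nL cpd, 24 h at 37 deg C 5% CO2, luciferase detection reagent, 12 min RT, luminescence. Inhibition = undesired.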
IL1B secr inh: inflammasome signaling inhibition, IL-1 beta readout. THP-1 LPS/ATP IL-1B secretion, AlphaLISA, 16 h; active compounds read low. activity change, % at 57.5 µM. 360,000 compounds, 4.7% hits. AID 743279; in the data active = activity change below about -50%; inconclusive = mostly about -30% to -49%; note: % is set by controls: 0 for no effect and ±100 for the full control effect
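THP-1 cells pretreated 1 hr with compounds (up to 57.5 uM final), then stimulated with LPS (250 ng/mL final) plus ATP (1.25 mM final); secreted IL-1B measured by AlphaLISA after 16 hr, decreased signal indicating inhibition.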
KB-3-1 cytotox: kills parental KB-3-1 adenocarcinoma cells; 400,000 compounds, 1.4% hits; KB-3-1 viability, CellTiter-Glo ATP luminescence, 72 h; Potency, µM (series often up to 46.1 µM), for the others: at the top dose activity change, negative = cytotoxic, most hits filed as cytotoxic; note: potency is the fitted concentration of half-maximal effect; % is set by controls: 0 for no effect and ±100 for the full control effect; nearly all actives have a fitted effect of over 60% in size
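Parental KB-3-1 adenocarcinoma cells in phenol-red-free DMEM with 10% FBS were pin-treated with compounds at several concentrations, incubated 72 h at 37 °C, and viability read by CellTiter-Glo luminescence; concentration-effect curves were fitted after normalization.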
SW480 rereplic: induces DNA re-replication in SW480 colon adenocarcinoma cells. SW480 DNA re-replication, Hoechst DNA content imaging, 48 h. Potency, µM (series often up to 46.1 µM), for inactives: at the top dose re-replication activation, usual class: activators. 340,000 compounds, 1.8% hits. AID 624297; note: potency is the fitted concentration of half-maximal effect; % of control where 0% means no effect; nearly all actives have a fitted effect of over 55% in size
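Quantitative HTS format with DMSO vehicle controls; 48 hr drug incubation at 37 C, then 40 min Hoechst staining and scanning imager measurement at 405 nm excitation.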
Active calls of the source: *; u = inconclusive; x = no result given; & = joins results of further samples; [ ] = dose if it differs, or a comment. Unless noted, calls come from the whole dose curve; as a rule, active = well fitted curve in the direction sought with a large enough effect; inconclusive = small, poorly fitted or top-dose-only effect, or another doubt; inactive = no such curve, though single readings can be large; an effect the other way counts as inactive or inconclusive.

Molecule	D3 ag	HT1080 IDH1KD tx	KB-V1 MDR tox	HT1080NT lethal	MCF10A rerep	HEK293 tox	IL1B secr inh	KB-3-1 cytotox	SW480 rereplic
Cc1ccc(S(=O)(=O)N2C[C@@H](C)[C@]3(C2)[C@H](O)[C@H](OC(=O)Nc2c(C)noc2C)C[C@H]2C(=O)N(c4ccccc4)C(=O)[C@H]23)cc1	4	-1%	18%	2%	x	-3%	10	3%	x
CCN(CC)CCNC(=O)Cn1cnc2sc(C)c(S(=O)(=O)N3CCN(c4ncccn4)CC3)c2c1=O	-5	-4%	7%	-6%	-5%	-20%	-1	5%	1%
COc1ccc(NC(=O)CN(C)C(=O)C2=COCCO2)cc1	1	9%	3%	-2%	0%	2%	6	-9%	1%
O=C(COC(=O)c1cccc(C(=O)OCC(=O)NC2CCCCC2)n1)NC1CCCCC1	1	10%	0%	2%	u	-23%	46	-5%	-3%
Cc1cc(C(=O)OCC(=O)Nc2cc(C)on2)c2ccccc2n1	-2	-2%	-7%	-6%	3%	2%	-8	-3%	7%
Cn1c(C(=O)OC(C(=O)NC2CCCCC2)c2cccnc2)cc2sccc21 (stereo not drawn)	-5	1%	0%	-10%	1%	-20%	-19	-14%	3%
CCC(C(=O)OCC(=O)NC(=O)c1ccccc1OC)c1ccccc1 (stereo not drawn)	-5	7%	17%	11%	-1%	-9%	4	4%	-31%[inhibitor]
COC(=O)c1ccc(C2C(C(=O)c3ccc(C)o3)=C(O)C(=O)N2c2cc(C)on2)cc1 (stereo not drawn)	-2	-17%	20%	-11%	-1%	-26%	16	-9%	-35%[inhibitor]
CC(=O)Nc1scc(-c2ccccc2)[n+]1-c1ccc(C)cc1	3	-9%	-10%	1%	20%	-8%	-20	-1%	-5%
Cc1nc2c(C)cccn2c(=O)c1NC(=O)c1cccc2ccccc12	2	3%	5%	5%	2%	-1%	3	8%	-2%
CC(C)N1C(=O)c2ccccc2C1C(=O)NC1CCCCCC1 (stereo not drawn)	3	2%	6%	0%[9.24 µM]	-1%	8%	-15	-1%	1%
CCc1sc(Nc2ccc(Cl)cc2)nc1-c1cc2cccc(OC)c2oc1=O	14	x	1%	x	x	2%	x	-3%	x
CCCCN(C(=O)c1ccc2c(c1)S(=O)(=O)N=C1CCCCCN12)c1c(N)n(CC(C)C)c(=O)[nH]c1=O	-3	6%	0%	4%[9.24 µM]	-4%	-15%	0	17%	25%
Cc1ccc(NC(=O)CN(C)S(=O)(=O)c2ccc3c(c2)n(C)c(=O)c(=O)n3C)cc1F	5	x	0%	x	x	1%	x	-11%	x
O=C(CN1C2CCCC1CC(NC(=O)C1CCCCC1)C2)Nc1ccccc1C(F)(F)F (stereo not drawn)	6	u	u	-28%	0%	8%	u	-19%	-9%
O=C(Nc1cccc(F)c1)C1CCCN(S(=O)(=O)c2cnc[nH]2)C1 (stereo not drawn)	7	25%	u	21%	0%	-4%	0	-2%	u
COc1ccc(NC(=O)CSc2nc(C)c3c(c2C#N)CCCC3)cc1	-3	10%	4.6µM*	3%	12%	5%	-2	-3%	12%
CC(C)C[C@@H](CN1CCC[C@H]1CN1C(=O)C(=O)NC[C@@H]1Cc1ccc(O)cc1)N1C[C@H](Cc2ccccc2)N(CC2CCCCC2)C(=O)C1=O	17	u	-12%	u	x	-1%	-1	u	x
COc1ccc(C)cc1NC(=O)COC(=O)Cc1c[nH]c2ccccc12	-1	3%	19%	-2%	x	0%	32	4%	x
CCN(C(=O)C1CCCN1S(=O)(=O)c1cccc2nsnc12)c1ccccc1 (stereo not drawn)	5	-1%	u	22%	u	0%	0	16%	-20%
CCCN1CCN(c2cc3c(cc2F)c(=O)c(S(=O)(=O)c2ccc(CC)cc2)cn3CC)CC1	-17	x	14%	x	x	-14%	x	2%	x
CCOCCCNC(=O)C(NC(=O)c1ccc2c(c1)OCO2)c1ccc(OC)cc1 (stereo not drawn)	1	10%	-13%	4%	-2%	-24%	0	13%	1%[9.22 µM]
COc1ccc(C(CNC(=O)Cc2cccs2)N(C)C)cc1 (stereo not drawn)	-14	-8%	6%	-8%	7%	8%	29	-16%	7%
COc1ccc(CNC(=O)CN2CCN(c3ccc(F)cc3)CC2)cc1	-1	0%	-3%	5%	-22%	-8%	-2	-1%	3%

3 compounds out of the list, sorted by SMILES length, lowest first:
Molecule	D3 ag	HT1080 IDH1KD tx	KB-V1 MDR tox	HT1080NT lethal	MCF10A rerep	HEK293 tox	IL1B secr inh	KB-3-1 cytotox	SW480 rereplic
COc1ccc(CNC(=O)CN2CCN(c3ccc(F)cc3)CC2)cc1	-1	0%	-3%	5%	-22%	-8%	-2	-1%	3%
O=C(Nc1cccc(F)c1)C1CCCN(S(=O)(=O)c2cnc[nH]2)C1 (stereo not drawn)	7	25%	u	21%	0%	-4%	0	-2%	u
CCCN1CCN(c2cc3c(cc2F)c(=O)c(S(=O)(=O)c2ccc(CC)cc2)cn3CC)CC1	-17	x	14%	x	x	-14%	x	2%	x

Following part.
Molecule	D3 ag	HT1080 IDH1KD tx	KB-V1 MDR tox	HT1080NT lethal	MCF10A rerep	HEK293 tox	IL1B secr inh	KB-3-1 cytotox	SW480 rereplic
CC(=O)c1cccc(NC(=O)Nc2ccc3c(c2)CCC3)c1	-6	0%	u	-9%	7%	-4%	-1	1%	-2%
Cc1cccc(N2CCN(C(=S)Nc3ccc4nc(N5CCN(C)CC5)cc(C)c4c3)CC2C)c1 (stereo not drawn)	-19	-3%	-24%	-11%	18µM*	u	-72*	u	18µM*
CCOC(=O)c1ccc[n+](CC(=O)c2ccccc2)c1	-3	15%	2%	6%	2%	-4%	32	0%	9%
Oc1ccc2ccccc2c1C=NC12CN3CCN(CN(C3)C1)C2	0	-5%	-4%	-2%	15%	6%	25	15%	3%
NC(Cc1ccc2nonc2c1)C(=O)O (stereo not drawn)	-12	8%	-4%	5%	-3%	-14%	10	0%	-4%[9.22 µM]
O=C(N1CCN(Cc2ccc3c(c2)OCO3)CC1)C12CC3CC(CC(C3)C1)C2	-30	-3%	9%	5%	10%	-26%	-85*	10%	-2%
CNC(=O)NC(=O)CSc1nnc(C(F)(F)F)n1C	0	13%	2%	16%	1%	-3%	-13	17%	0%[9.22 µM]
COc1ccc(OC)c2[nH]c(C(=O)O)cc12	5	9%	-3%	6%	u	3%	-1	4%	1%
COc1ccccc1OC(=O)C1CC(=O)N(c2ccc(Cl)cc2)C1 (stereo not drawn)	-2	3%	10%	9%	-1%	5%	15	-20%	-5%
CCc1ccc(N(C(=O)c2snc(C(N)=O)c2N)C(C(=O)NC2CCCC2)c2ccco2)cc1 (stereo not drawn)	-5	u	23µM*	u	6.5µM*	-3%	-64*	u	u
COc1ccc(C)c2sc(N(CCCN(C)C)C(=O)c3ccc(S(=O)(=O)N(C)C)cc3)nc12	2	-7%	-12%	-5%	-6%	-31%	u	0%	-6%
OCC1(CCOc2ccccc2)CCN(Cc2nc3ccc(F)cc3[nH]2)CC1	-12	u	u	-17%	-1%	5%	2	0%	-4%
CCN(CC)S(=O)(=O)c1cccc(C(=O)NC(C(=O)NC2=NCCS2)C(C)C)c1 (stereo not drawn)	-2	11%	-22%	2%	-11%	13%	11	2%	-5%
CCOC(=O)C1CCCc2c1[nH]c1c(C(N)=O)cccc21 (stereo not drawn)	-2	5%	u	1%	14%	0%	29	2%	0%
CCc1nc2ccccc2n1Cc1ccccc1F	-6	7%	-4%	4%	-6%	2%	25	6%	13%
O=C1/C(=C\c2c(NCCOCCO)nc3ccccn3c2=O)SC(=S)N1Cc1ccco1	6	u	u	u	9.2µM*	u	58	16%	-35%[inhibitor][1.84 µM]
CN(Cc1cccc(F)c1)C(=O)c1cccc(S(=O)(=O)N2CCN(Cc3ccccc3)CC2)c1	8	-5%	u	-1%	13%	0%	-26	u	-2%
COc1ccccc1C(=O)NC(CCSC)C(=O)NNC(=O)c1ccncc1 (stereo not drawn)	-6	1%	17%	-2%	1%	13%	9	-1%	1%
COC(=O)C1=C(C(=O)OC)[C@]2([C@@H]3CCCCN[C@@H](Cc4ccccc4)C(=O)N3Cc3ccccc3)C=C[C@H]1O2	-12	4%	3%	10%	-2%	5%	0	u	2%
Oc1ccc(-c2nc3ccccc3nc2-c2ccc(O)cc2O)c(O)c1	4	u	9%	-11%	u	u	u	8%	-2%
Cc1cccc(N2CCN(C(=O)C(C)n3nc(C)n4c(cc5occc54)c3=O)CC2)c1C (stereo not drawn)	3&4	-15%	-9%&-13%	-8%	7%	4%&2%	-1	-24%&-1%	8%
COc1cc(/C=C2\C(=N)N3N=C(S(C)(=O)=O)SC3=NC2=O)cc(OC)c1OCCOc1ccc(C)cc1	-7	15%	-23%	6%	u	11%	-12	-12%	0%
Cc1c(C(=O)NCCC2=CCCCC2)cccc1[N+](=O)[O-]	5	15%	-4%	3%	4%	-4%	-7	6%	-13%
COC(=O)C1=C(C(=O)OC)C2(OC1c1ccc(Br)cc1)C(=O)c1ccccc1C2=O (stereo not drawn)	3	1%	5%	-4%	-5%	-19%	-23	4%	-3%
CCCCNC(=O)c1nc(-c2cccs2)oc1-c1ccc(Cl)cc1	2	27%	u	25%	x	-7%	-5	17%	x
Cc1ccc(S(=O)(=O)NC2(C(=O)O)CCCCC2)cc1	0	15%	2%	u	2%	6%	-11	-9%	2%
Cc1ccc2nc(-c3ccc(SCC(=O)N4CCc5ccccc54)nc3)[nH]c2c1	2	0%	4.1µM*	3%	u	-12%	21	u	u
COCC(=O)N1CCCc2ccccc21	-2	1%	u	-8%	0%	35%	1	-30%	u

Screening results: PubChem BioAssay, National Center for Advancing Translational Sciences (NCATS)
